Tb PFK block = qHTS Assay to Find Inhibitors of T. brucei phosphofructokinase; Potency, µM (titrated, usually from 57.5 µM), inactives show at the highest dose activity, negative = inhibition, hits mostly inhibitors; T. brucei PFK, ADP-Glo luminescence; 330,000 tested, 0.17% active; ATP-dependent 6-phosphofructokinase (Trypanosoma brucei brucei), O15648;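 also: potency is read from the fitted curve at half-maximal effect; 0% = uninhibited 1x PFK enzyme wells and -100% = no-enzyme wells; nearly all actives have a fitted effect of over 60% in size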
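Compounds were pin-transferred as a titration series up to 57 uM into substrate buffer (0.5 mM F6P, 0.1 mM ATP, pH 8.0), then 1.25 nM PFK was added and reactions ran 45 min before ADP-Glo detection.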
TSHR antagonist = Antagonists of the Thyroid Stimulating Hormone Receptor: HTS campaign | 330,000 tested, 0.2% active | Thyrotropin receptor (Homo sapiens), P16473 | activity change, negative = inhibition, % at 11.5 µM | TSHR-expressing cells, TSH-stimulated cAMP HTRF, 2 h; active compounds read low | AID 504810, 2011;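 active = activity change below a set negative limit, meaning inhibition stronger than a set level, cut at about -70% in these data; inconclusive = activity change between two set negative limits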; also: % is scaled to controls: 0 for no effect and ±100 for the full control effect
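TSHR-expressing cells were treated with compounds, then stimulated with TSH at EC80 (4nM final) for 2 hours at 37 deg C. Cellular cAMP was measured by HTRF competition between lysate cAMP and cAMP-d2 for a cryptate-labelled anti-cAMP antibody.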
MLL CXXC-DNA inh = qHTS Fluorescence Polarization Assay for Inhibitors of MLL CXXC domain - DNA interaction | 290,000 tested, 0.037% active | Potency, µM (titrated, usually from 115 µM), without a hit: at the top dose activity change, negative = inhibition, most hits filed as inhibitors | MLL-CXXC / FITC-HOXA9 DNA fluorescence polarization | Histone-lysine N-methyltransferase 2A (Homo sapiens), Q03164; active = well fitted inhibition curve with a large enough effect in the polarisation, with a control signal flat, not every such curve was filed as active; inconclusive = small, poorly fitted or top-dose-only effect, or effect the other way, or a change in a side signal; inactive = no such curve, though single readings can be large or run the other way; the % refers to the polarisation; also: potency is read from the fitted curve at half-maximal effect
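Purified MLL-CXXC (added from a 7 uM solution) was preincubated 5 min at ambient with pinned compounds in 50 mM Tris-HCl pH 7.5, 50 mM NaCl, 1 mM DTT, 0.05% BSA. Fluorescein-labeled HOX-A9 DNA (50 nM solution) followed, 30 min, then polarization read.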
Giardia killer = Small Molecules that selectively kill Giardia lamblia: qHTS. Giardia lamblia trophozoite viability. activity change, % at 7.66 µM, hits read low. 340,000 tested, 0.15% active. AID 540267, 2011; in the data active = activity change below about -80%; inconclusive = between about -30% and that limit;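 also: parasites exposed to compound for two days anaerobically before the ATP read; % is scaled to controls: 0 for no effect and ±100 for the full control effect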
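Giardia lamblia trophozoites (100 cells/well) were incubated with compounds for 48 h at 37 deg C under anaerobic conditions. Viability was read as ATP content by one-step luminescence after 15-30 min at room temperature.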
GALK inh = qHTS Assay for Inhibitors of Human Galactokinase (GALK); P51570; Purified GALK, Kinase-Glo residual ATP luminescence; Potency, µM (doses to about 57.5 µM), for the others: at the highest dose activity change, negative = inhibition, usual class: inhibitors; 270,000 tested, 0.007% active; AID 1868, 2009; also: potency is read from the fitted curve at half-maximal effect; % is scaled to controls: 0 for no effect and ±100 for the full control effect
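Kinase-Glo Plus luminescence measured ATP left after a 1 h room-temperature reaction. The reaction used 5 nM GALK, 100 uM galactose and 35 uM ATP at pH 8.0 (20 mM HEPES, 5 mM MgCl2, 60 mM NaCl, 1 mM DTT, 0.01% BSA).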
TCR act = Activators of T cell receptors: qHTS campaign | primary human leukocytes, anti-CD3, IL-2 HTRF, 48 h | Potency, µM (top dose mostly 9.22 µM), for the others: at the top dose activation of IL-2 secretion, most hits filed as activators | 330,000 tested, under 10 active; also: % of control where 0% means no effect
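Readout: HTRF IL-2, Eu-cryptate/d2 antibody pair, 320nm excitation, 665nm emission. Stimulus: a-CD3 beads, no co-stimulation. Cells: primary human leukocytes. Exposure: 48 hr with compound.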
KCNH2 WT inh = qHTS for Inhibitors of KCHN2 3.1: Wildtype qHTS | AID 720551, 2013 | U2OS, BacMam KCNH2, thallium flux FluxOr; active compounds read low | activity change, % at 1.84 µM | 340,000 tested, 0.37% active;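 active = maximum activity change below -70%; inconclusive = maximum activity change between -70% and -50%; inactive = maximum activity change above -50%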; also: % is scaled to controls: 0 for no effect and ±100 for the full control effect
Target sequence (Q12809 whole entry, looked up): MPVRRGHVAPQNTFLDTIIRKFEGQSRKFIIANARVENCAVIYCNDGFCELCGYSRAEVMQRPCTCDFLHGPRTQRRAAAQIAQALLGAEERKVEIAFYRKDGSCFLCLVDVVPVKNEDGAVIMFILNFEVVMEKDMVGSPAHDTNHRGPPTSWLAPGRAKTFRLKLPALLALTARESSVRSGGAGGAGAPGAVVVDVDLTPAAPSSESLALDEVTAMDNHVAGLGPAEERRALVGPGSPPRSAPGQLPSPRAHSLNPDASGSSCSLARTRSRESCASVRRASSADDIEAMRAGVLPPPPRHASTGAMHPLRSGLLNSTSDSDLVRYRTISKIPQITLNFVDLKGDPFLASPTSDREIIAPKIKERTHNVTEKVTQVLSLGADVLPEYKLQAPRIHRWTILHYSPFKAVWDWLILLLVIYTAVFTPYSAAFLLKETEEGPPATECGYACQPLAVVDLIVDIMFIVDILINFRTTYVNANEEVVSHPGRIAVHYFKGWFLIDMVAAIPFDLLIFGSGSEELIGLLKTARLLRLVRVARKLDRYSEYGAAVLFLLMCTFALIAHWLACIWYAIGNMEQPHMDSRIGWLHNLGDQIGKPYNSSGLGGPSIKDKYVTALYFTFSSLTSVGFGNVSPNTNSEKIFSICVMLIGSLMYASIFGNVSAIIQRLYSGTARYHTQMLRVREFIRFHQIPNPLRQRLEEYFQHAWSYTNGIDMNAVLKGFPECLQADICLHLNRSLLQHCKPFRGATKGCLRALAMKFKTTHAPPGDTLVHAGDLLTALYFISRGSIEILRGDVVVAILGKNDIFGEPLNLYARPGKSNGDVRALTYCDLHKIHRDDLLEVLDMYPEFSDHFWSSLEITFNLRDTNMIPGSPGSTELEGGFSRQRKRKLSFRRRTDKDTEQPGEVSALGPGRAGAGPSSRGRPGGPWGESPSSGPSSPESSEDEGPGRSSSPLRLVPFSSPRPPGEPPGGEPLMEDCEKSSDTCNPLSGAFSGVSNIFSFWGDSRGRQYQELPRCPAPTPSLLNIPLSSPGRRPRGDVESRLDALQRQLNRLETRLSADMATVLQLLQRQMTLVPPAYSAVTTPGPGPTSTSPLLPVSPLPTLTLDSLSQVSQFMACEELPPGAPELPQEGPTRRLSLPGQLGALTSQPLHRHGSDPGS
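U2OS cells transduced with wild-type KCNH2 virus are loaded with FluxOr dye for 45 min, and thallium flux is measured in kinetic reads before and after stimulation buffer. Rate constants are normalized to DMSO controls.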
Coupling enz = qHTS Assay for Inhibitors of Fructose-1,6-bisphosphate Aldolase from Giardia Lamblia: Coupling assay counterscreen; coupling enzyme system counterscreen, AmpLite Red fluorescence; activity change, negative = inhibition, % at 58.2 µM, hits read low; 290,000 tested, 0.67% active; AID 2472, 2010; in the data active = activity change below about -30%; also: % is scaled to controls: 0 for no effect and ±100 for the full control effect
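Activity here indicates interference with the coupling reaction, not aldolase inhibition. Compounds at 57.5 uM final met coupling enzymes for 10 min at RT; substrate and AmpLite Red detection followed, with a 525/598 nm fluorescence read after 20 min.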
BCR signal inh = qHTS Assay to Find Inhibitors of Chronic Active B-Cell Receptor Signaling; 340,000 tested, 0.05% active; ABC-DLBCL IkBa-CBG/CBR reporter, luminescence ratio, 4 h; AID 493014, 2011; Potency, µM (highest dose often 46.1 µM), for the others: at the top dose ratio change, negative = lower green/red ratio, actives largely listed as inhibitors; active = well fitted inhibition curve with a large enough effect in the signal ratio, with a control signal flat, not every such curve was filed as active; inconclusive = small, poorly fitted or top-dose-only effect, or effect the other way, or a change in a side signal; the % refers to the signal ratio;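 also: potency is read from the fitted curve at half-maximal effect; plate controls were basal doxycycline-induced cells for no effect and cells given 10 µM MG132 for full effect; MG132 reads +100%, hits lower the ratio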
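Cell line TMD8 (human ABC DLBCL), stably expressing tet-inducible CBG68-IkBa fusion and CBR; IMDM/0.5% FBS; cpd up to 46 uM; dox induction, 4 h, 37C/5% CO2; dual luminescence; green/red ratio; MG132 control.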
A-T KAP1 phos = qHTS Assay for Identifying a Potential Treatment of Ataxia-Telangiectasia; […] A-T fibroblasts, KAP-1 phosphorylation AlphaLISA; neocarzinostatin DNA damage 30 min before lysis; Potency, µM (top dose mostly 57.5 µM), without a hit: at the top dose activation, hits mostly activators; 320,000 tested, 0.19% active; also: potency is read from the fitted curve at half-maximal effect; % of control where 0% means no effect; nearly all actives have a fitted effect of over 45% in size
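ATM-like activity read as KAP-1 phosphorylation via AlphaLISA donor/acceptor antibody pairs after lysis and 6 hr at 25C. Cells were ATM-null patient fibroblasts ([…], hTERT), dosed 60 min, then exposed to the DSB inducer NCS for 30 min.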
The depositor's hits bear a star; ? = inconclusive; . = no result given; & = joins results of further samples; [ ] = remark or other dose. Unless noted, calls follow the shape of the dose curve; as a rule, active = well fitted curve in the direction sought with a large enough effect; inconclusive = small, poorly fitted or top-dose-only effect, or another doubt; inactive = no such curve, though single readings can be large; an effect the other way counts as inactive or inconclusive.

Letters: A = Tb PFK block; B = TSHR antagonist; C = MLL CXXC-DNA inh; D = Giardia killer; E = GALK inh; F = TCR act; G = KCNH2 WT inh; H = Coupling enz; I = BCR signal inh; J = A-T KAP1 phos
Cc1cccc2cc(CN(Cc3nnnn3Cc3ccccc3)C3CCCC3)c(=O)[nH]c12
  A: -2.3%; B: -12.1; C: 4.1%; D: 11.3; E: 0.0%; F: 5.4%; G: -5.4; H: 0.1; I: 6.2%; J: -6.3%

CCOc1ccc(NC(=O)N(C2CCCC2)C2CCN(C(C)=O)CC2)cc1
  A: -4.8%; B: 2.9; C: 2.4%; D: 5.7; E: 0.0%; F: 2.0%; G: -2.6; H: -0.9; I: ?; J: -1.2%

O=C(CSc1nnc(Cc2cccs2)n1Cc1ccco1)Nc1cc(Cl)cc(Cl)c1
  A: 0.1%; B: -0.6; C: 1.2%; D: 3.9; E: -1.4%; F: 0.0%; G: -9.1; H: -0.8; I: ?; J: -3.3%

COc1ccc(CN2CCN(C(=O)c3ccco3)CC2)cc1OC
  A: -6.3%; B: 2.4; C: 1.0%; D: ?; E: 4.4%; F: 5.1%; G: -0.1; H: 0.6; I: -1.2%; J: -1.0%

Cc1sc2ncnc(SCC(=O)NNC(=O)COc3cccc4ccccc34)c2c1C
  A: 1.3%; B: 1.5; C: -14.8%; D: -0.5; E: -1.1%; F: -2.2%; G: -5.8; H: -0.2; I: 0.0%; J: 3.2%

Cc1cccc(NC2=NC(=S)N(c3cccc(C(=O)O)c3)C23CCCCC3)c1
  A: 5.8%; B: -0.1; C: -0.4%; D: -25.8; E: -2.4%; F: 0.4%; G: .; H: 9.9; I: -3.4%; J: -1.1%

O=C(COC(=O)CSc1ccc(F)cc1)NCC1CCCCC1
  A: 2.4%; B: 8.9; C: ?; D: 31.8[activator]; E: 6.0%; F: 1.0%; G: -6.4; H: 0.0; I: 1.1%; J: 1.9%

CCCN(CCO)C1CCN(CCc2ccccc2)CC1
  A: 3.8%; B: 20.4; C: 9.0%; D: 4.0; E: -6.6%; F: 5.9%; G: 1.9; H: 4.0; I: -0.1%; J: -5.8%

CCCn1nnnc1SCC(=O)NCc1ccc2c(c1)OCO2
  A: -1.3%; B: -1.6; C: 6.7%; D: 10.6; E: 2.2%; F: -3.9%; G: -0.8; H: -3.2; I: -0.2%; J: 4.1%

Cc1c(C(=O)N2CCCCC2)c(S(=O)(=O)Nc2cccc(Br)c2)c(C)n1C
  A: 16.7%; B: 12.6; C: 2.9%; D: -15.9; E: -1.6%; F: 13.1%; G: 1.3; H: 3.0; I: -7.3%; J: -1.4%

O=S(=O)(Nc1ccccn1)c1cccs1
  A: 7.1%; B: 0.7; C: 3.0%; D: 11.7; E: 12.9%; F: 2.3%; G: -1.0; H: -0.9; I: -0.1%; J: 0.5%

C=CCN(CC(=O)NC1CCCC1)C(=O)C(=O)Nc1ccc2c(c1)OCCO2
  A: -0.1%; B: 5.7; C: 3.8%; D: 5.3; E: 10.1%; F: -1.4%; G: -3.5; H: -0.5; I: 0.4%; J: 0.7%

CC(C)CN(Cc1cc2ccccc2[nH]c1=O)C(=O)c1cccnc1
  A: -6.4%; B: 1.0; C: -1.3%; D: 0.6; E: -1.1%; F: -8.7%; G: 6.3; H: 3.3; I: -0.5%; J: 25.6%

CCC(CC)c1nnc(NC(=O)CCc2ccc(OC)cc2)s1
  A: -17.8%; B: -8.7; C: -9.7%; D: -9.9; E: -1.1%; F: .; G: -6.0; H: -0.4; I: -1.9%; J: 0.7%

C=CCn1c(SCC(=O)NC2CCCCC2)nnc1C(C)NC(=O)c1cccs1 (configuration not stated)
  A: .; B: .; C: 1.9%; D: -1.9; E: 6.9%; F: .; G: 0.5; H: 0.8; I: .; J: .

Cn1c(=O)c(C(=O)COC(=O)c2cc(C(F)(F)F)nc3ccccc23)c(N)n(Cc2ccccc2)c1=O
  A: -1.4%; B: -11.9; C: 4.3%; D: .; E: .; F: .; G: .; H: -12.1&-6.7; I: 2.7%; J: -4.1%

CCc1ccc(OCc2cccc(C(=O)N/N=C\c3cnn(C)c3C)c2)cc1
  A: 0.0%; B: 53.5; C: 6.1%; D: -3.8; E: -3.0%; F: 0.8%; G: 0.1; H: 0.0; I: ?; J: 11.9%

Nc1ccc2nc(CCCCCCc3nc4ccc(N)cc4[nH]3)[nH]c2c1
  A: 2.8%; B: -9.7; C: 9.0%; D: 6.1; E: 10.0%; F: -1.0%; G: -0.2; H: -10.8; I: 1.3%; J: 1.7%

Cc1cc(C)cc(OCC(=O)OC(C)C(=O)Nc2ccc(Cl)cn2)c1 (configuration not stated)
  A: -1.6%; B: -5.3; C: .; D: 19.1; E: .; F: 11.5%; G: -9.9; H: .; I: -0.3%; J: 2.1%

Cc1cccc(C)c1NS(=O)(=O)c1cc2c3c(c1)CCN3C(=O)CC2
  A: 3.0%; B: 3.3; C: .; D: -8.2; E: .; F: 1.7%; G: 0.1; H: .; I: 2.5%; J: 8.1%

C=CCn1cnc2c(nnn2-c2cc(C)cc(C)c2)c1=O
  A: 4.4%; B: -5.0; C: 8.4%; D: 2.1; E: -1.7%; F: .; G: -24.4; H: 0.1; I: -0.8%; J: 10.4%

CN(C(=O)c1ccncc1)C1CCCCC1
  A: -11.3%; B: 9.5; C: 2.3%; D: -7.3; E: 7.5%; F: 1.2%; G: 1.1; H: 1.3; I: -0.3%; J: 0.7%

Sorted by number of heavy atoms (largest number first): some entries from above
Letters: A = Tb PFK block; B = TSHR antagonist; C = MLL CXXC-DNA inh; D = Giardia killer; E = GALK inh; F = TCR act; G = KCNH2 WT inh; H = Coupling enz; I = BCR signal inh; J = A-T KAP1 phos
Cc1cccc2cc(CN(Cc3nnnn3Cc3ccccc3)C3CCCC3)c(=O)[nH]c12
  A: -2.3%; B: -12.1; C: 4.1%; D: 11.3; E: 0.0%; F: 5.4%; G: -5.4; H: 0.1; I: 6.2%; J: -6.3%

C=CCn1c(SCC(=O)NC2CCCCC2)nnc1C(C)NC(=O)c1cccs1 (configuration not stated)
  A: .; B: .; C: 1.9%; D: -1.9; E: 6.9%; F: .; G: 0.5; H: 0.8; I: .; J: .

Cc1cccc(NC2=NC(=S)N(c3cccc(C(=O)O)c3)C23CCCCC3)c1
  A: 5.8%; B: -0.1; C: -0.4%; D: -25.8; E: -2.4%; F: 0.4%; G: .; H: 9.9; I: -3.4%; J: -1.1%

Cc1c(C(=O)N2CCCCC2)c(S(=O)(=O)Nc2cccc(Br)c2)c(C)n1C
  A: 16.7%; B: 12.6; C: 2.9%; D: -15.9; E: -1.6%; F: 13.1%; G: 1.3; H: 3.0; I: -7.3%; J: -1.4%

Nc1ccc2nc(CCCCCCc3nc4ccc(N)cc4[nH]3)[nH]c2c1
  A: 2.8%; B: -9.7; C: 9.0%; D: 6.1; E: 10.0%; F: -1.0%; G: -0.2; H: -10.8; I: 1.3%; J: 1.7%

COc1ccc(CN2CCN(C(=O)c3ccco3)CC2)cc1OC
  A: -6.3%; B: 2.4; C: 1.0%; D: ?; E: 4.4%; F: 5.1%; G: -0.1; H: 0.6; I: -1.2%; J: -1.0%

CCC(CC)c1nnc(NC(=O)CCc2ccc(OC)cc2)s1
  A: -17.8%; B: -8.7; C: -9.7%; D: -9.9; E: -1.1%; F: .; G: -6.0; H: -0.4; I: -1.9%; J: 0.7%
